# Assay outcomes as filed in PubChem BioAssay.
# SRC1 inh = inhibitors of human steroid receptor coactivator 1 (SRC1). HEK293 GAL4-SRC1 luciferase reporter, luminescence. inhibition, % at 3.6 µM. AID 588354. 0.12% of 360,000 active;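 active means inhibition above the campaign mean plus 3 SD, with each screening campaign given its own cutoff, cut at about 60% in these data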;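 further: 0% = DMSO treated cells and 100% = gossypol at 36 µM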
# EBV LMP1 NFkB = inhibitors of Epstein-Barr LMP1-induced NF-kappaB reporter | LMP1-induced NF-kappaB luciferase reporter cells, luminescence | inhibition, % at 12.5 µM | 0.69% of 350,000 active | AID 504558; in the data active means inhibition above about 41%;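 further: 0% = neutral control wells and 100% = reference inhibitor control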
# LRH-1 inv ag = inverse agonists of human LRH-1 (NR5A2); HEK293T StAR-luciferase reporter, LRH-1 transfected, 24 h; inhibition, % at 3.6 µM; 0.13% of 360,000 active;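 active means inhibition above the mean inhibition of all tested compounds plus 3 SD, cut at about 73% in these data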;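 further: 0% = DMSO wells and 100% = reporter-only cells lacking LRH-1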
# TRAIL sens C8 = caspase-8 TRAIL sensitization. NB7+C8 cells + TRAIL, ATPlite viability luminescence. inhibition (viability loss, TRAIL sensitization), % at 10 µM. 1% of 360,000 active. AID 624354;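 active means compounds causing at least 50% loss of cell viability in the single-dose screen, relative to plate controls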
# KKLEB tox = reduces viability of KKLEB cystic fibrosis airway cells. KKLEB CF airway cells viability, ATPlite luminescence, overnight; hits give low values; cells stimulated with P. aeruginosa culture filtrate. activity change (cytotoxicity), % at 5 µM. 0.36% of 360,000 active. AID 602141;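 active means corrected activity change at or below -50% at 5 µM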
# CF NFkB inh = inhibitors of cystic fibrosis induced NF-kB. inhibition, % at 5 µM. 0.86% of 360,000 active. AID 588850. KKLEB NF-kB-GFP reporter, PAF-induced, GFP fluorescence overnight;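 active means at least 50% inhibition at 5 µM, scaled per plate between neutral and stimulator controls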;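 further: PAF is a Pseudomonas aeruginosa culture filtrate used as stimulus; plate controls were PAF-stimulated DMSO wells for no effect and unstimulated DMSO wells for full effect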
# COUP-TFII inh = blocks human COUP-TFII nuclear receptor; P24468; HEK293T NGFI-A luciferase reporter, luminescence; inhibition, % at 8.6 µM; 0.7% of 370,000 active; AID 686940;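 active means inhibition above a per-plate cutoff, mean inhibition of test wells between control levels plus 3 SD, cut at about 38% in these data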;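 further: cells cotransfected with COUP-TFII expression vector driving the NGFI-A reporter; 0% = median of COUP-TF2 test wells and 100% = reporter-only cells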
# TROY NFkB inh = blocks TROY-dependent signaling in reporter cells. 0.98% of 360,000 active. inhibition, % at 10 µM. Q293 LMP1-TROYcd NF-kB luciferase reporter, 4 h. AID 1347056;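 active means compounds whose plate-normalised and pattern-corrected inhibition of the luciferase reporter signal at the single screening dose is 50% or more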
# TWEAK-Fn14 inh = inhibitors of TWEAK-Fn14 interaction signaling | TWEAK-stimulated Fn14 reporter cells, luciferase luminescence, 8 h | inhibition, % at 10 µM | 2% of 360,000 active | AID 1159606; in the data active means inhibition above about 50%
# NCOA3 inh = inhibits human SRC3 coactivator | inhibition, % at 3.6 µM | Q9Y6Q9 | 0.17% of 360,000 active | HEK293 GAL4-SRC3 luciferase reporter, luminescence;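 active means inhibition above a per-campaign cutoff, the mean of all compounds plus 3 SD, cut at about 60% in these data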;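 further: 0% = DMSO-treated cells and 100% = gossypol-treated cells at 36 µM; higher means less SRC3-driven luciferase light from the GAL4 reporter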
# Target sequence (Q9Y6Q9 whole entry, looked up, the tested form may be a part): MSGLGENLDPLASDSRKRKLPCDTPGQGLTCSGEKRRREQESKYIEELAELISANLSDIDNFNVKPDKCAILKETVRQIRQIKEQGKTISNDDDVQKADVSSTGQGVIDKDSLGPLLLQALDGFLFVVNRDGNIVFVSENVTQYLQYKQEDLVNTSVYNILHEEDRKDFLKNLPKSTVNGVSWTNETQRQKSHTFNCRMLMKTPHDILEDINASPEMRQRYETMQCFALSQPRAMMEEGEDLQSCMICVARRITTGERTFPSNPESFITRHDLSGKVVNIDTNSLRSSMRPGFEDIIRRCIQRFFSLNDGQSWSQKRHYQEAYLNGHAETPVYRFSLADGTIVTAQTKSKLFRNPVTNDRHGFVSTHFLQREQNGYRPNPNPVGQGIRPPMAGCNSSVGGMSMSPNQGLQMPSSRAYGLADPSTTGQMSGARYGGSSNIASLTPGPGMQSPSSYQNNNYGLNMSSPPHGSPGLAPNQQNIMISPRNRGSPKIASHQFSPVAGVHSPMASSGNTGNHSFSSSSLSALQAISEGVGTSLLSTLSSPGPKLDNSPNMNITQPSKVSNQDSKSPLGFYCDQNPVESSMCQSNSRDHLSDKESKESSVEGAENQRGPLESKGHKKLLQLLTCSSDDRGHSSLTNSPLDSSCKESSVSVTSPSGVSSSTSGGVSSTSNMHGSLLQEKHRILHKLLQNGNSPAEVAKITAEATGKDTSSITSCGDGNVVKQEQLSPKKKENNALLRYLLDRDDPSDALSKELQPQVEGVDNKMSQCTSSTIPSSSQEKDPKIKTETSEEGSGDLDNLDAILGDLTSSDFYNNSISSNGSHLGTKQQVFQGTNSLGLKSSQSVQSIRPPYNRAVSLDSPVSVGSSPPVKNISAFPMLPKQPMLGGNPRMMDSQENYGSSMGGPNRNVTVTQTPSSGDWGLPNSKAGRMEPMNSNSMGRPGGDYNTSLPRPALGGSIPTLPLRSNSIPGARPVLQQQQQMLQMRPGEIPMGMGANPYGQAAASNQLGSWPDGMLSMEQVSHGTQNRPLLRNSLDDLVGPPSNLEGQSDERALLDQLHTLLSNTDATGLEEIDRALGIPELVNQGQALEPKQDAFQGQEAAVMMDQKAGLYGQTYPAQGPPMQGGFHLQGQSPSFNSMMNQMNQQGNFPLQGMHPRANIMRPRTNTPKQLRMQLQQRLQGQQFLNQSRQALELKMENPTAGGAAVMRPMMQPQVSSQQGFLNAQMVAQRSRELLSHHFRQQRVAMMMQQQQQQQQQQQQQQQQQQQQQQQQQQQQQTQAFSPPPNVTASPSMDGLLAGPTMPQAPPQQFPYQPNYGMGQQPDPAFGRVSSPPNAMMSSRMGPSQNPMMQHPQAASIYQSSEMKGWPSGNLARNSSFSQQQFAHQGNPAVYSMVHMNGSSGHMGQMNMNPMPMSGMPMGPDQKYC
# SRC2 inh = human SRC2 (NCOA2) inhibition. inhibition, % at 9 µM. AID 651957. 0.17% of 370,000 active. HEK293 GAL4-SRC2 luciferase reporter, luminescence. Q15596;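 active means inhibition above the mean inhibition of all tested compounds plus 3 SD, set per campaign, cut at about 52% in these data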;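 further: 0% = DMSO treated cells and 100% = cells given Gossypol at 36 µM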
# Starred values were filed as active, the others as inactive; . = no result given.
# Second line of a record: SRC1 inh, EBV LMP1 NFkB, LRH-1 inv ag, TRAIL sens C8, KKLEB tox, CF NFkB inh, COUP-TFII inh, TROY NFkB inh, TWEAK-Fn14 inh, NCOA3 inh, SRC2 inh
CC(=O)Nc1ccc(OCC(O)Cn2nc(C)c(Br)c2C)cc1 (stereo not drawn)
  3, 1, -15, 25, 2, 8, 6, -7, -14, -1, 17
COCCN(C(C)=O)c1nnc(-c2ccccn2)s1
  -37, -4, -24, -4, -5, 6, -24, -29, -10, -12, -33
COc1ccccc1N(CCC#N)C(=O)CSc1nnc2ccccn12
  7, 9, 1, -8, 4, 16, 12, -3, 2, -10, 12
CCCCNC(=O)C1CCN(S(=O)(=O)N2CCOCC2)CC1
  1, 0, 1, -11, -6, 14, 1, -8, 0, 13, 12
O=C1CCC(C(=O)OCC(=O)N2N=C3/C(=C\c4ccccc4)CCCC3C2c2ccccc2)N1 (stereo not drawn)
  13, 3, -5, 5, -12, 1, 8, 1, 14, -22, 8
Cc1ccc(NC(=O)CSc2ccc(-c3ccc4c(c3)OCO4)nn2)cc1F
  5, -26, 4, 55*, -2, -7, 2, -69, -25, -5, -24
CC(=O)Nc1ccc(S(=O)(=O)Nc2ccc(N3CCOCC3)c(F)c2)cc1
  23, -1, -5, 7, -10, 9, -2, 5, 1, 4, -34
CCOc1ccc(NC(=O)c2ccccc2OC)cc1
  -62, -30, -54, 16, -2, -13, -27, -38, -9, -35, -29
O=C(O)c1c(-c2ccccc2)c2oc3ccccc3c2[nH]c1=O
  -2, -3, -3, -13, 1, 17, 10, -9, 3, 15, -22
CCOC(=O)N1CCc2c(sc3c2c(=O)n(Cc2ccccc2)c(=O)n3Cc2ccc(C)cc2)C1
  7, -4, 5, -7, -8, 19, -5, -8, -7, -1, 0
CCCC(c1nnnn1Cc1ccc(F)cc1)N1CCN(CC)CC1 (stereo not drawn)
  -55, -9, 10, 10, 0, -9, -14, -4, -23, 8, 14
C[C@H](CO)N1C[C@H](C)[C@@H](CN(C)CC2CCCCC2)Oc2ccc(NS(C)(=O)=O)cc2C1=O
  -8, -5, -14, -10, 2, 5, 15, 14, 13, -1, 19
COc1ccc(C(=O)O)cc1S(=O)(=O)NC1CCN(Cc2ccccc2)CC1
  10, -3, 21, 1, 8, 16, 0, 8, -4, 10, -4
COc1cccc(N2CCN(CC(=O)Nc3nc4c(s3)CC(C)CC4)CC2)c1 (stereo not drawn)
  9, -1, 10, 5, 12, -16, -15, 12, -13, -31, 1
CCn1cc(C(=O)NCC2CCCO2)c(=O)c2cc(S(=O)(=O)N(C)C)ccc21 (stereo not drawn)
  1, -7, 15, -9, 12, -2, -3, -16, -14, 3, -3
CCCOC(=O)c1ccc(NC(=O)c2cc(=O)[nH]c3ccccc23)cc1
  -2, -6, 2, -4, -8, -17, 14, -2, 3, 2, 1
Cc1ccc(OCCNC(=O)CNC(=O)c2ccc(Cl)c([N+](=O)[O-])c2)cc1
  -9, 3, -10, -13, -2, 7, -4, 20, -1, -4, -15
C=CCN1C(=O)c2ccc(C(=O)N(C)CC(=O)Nc3ccccc3C(F)(F)F)cc2C1=O
  -4, -5, 2, -9, -4, -13, -14, -24, 9, -18, -38
COc1cc(NC(=O)C2CCCN(S(=O)(=O)c3ccc4c(c3)CCCN4C(C)=O)C2)cc(OC)c1 (stereo not drawn)
  16, 1, 5, 8, -9, 5, 8, 0, -6, 11, 1
Cc1nc(CNS(=O)(=O)c2ccc3ccccc3c2)cs1
  2, 2, 15, -5, 12, -12, -4, 8, 0, 17, -1
CCCCc1c(-c2ccccc2OC)ncn1CCc1ccc(OC)cc1
  ., ., 3, 37, ., ., 30, 20, 0, ., -1
O=c1ccc2ccc(OCCOc3cccc(Cl)c3)cc2o1
  -9, -15, -21, -16, -17, -44, -7, -50, -34, -19, -58
CCCCNC(=O)c1ccc(SCC(=O)N(CC)CC)c([N+](=O)[O-])c1
  -2, 3, -4, -3, 10, -5, -19, -1, -11, 12, 6
CCc1ccc(NC(=O)c2ccc(F)c(S(=O)(=O)NCC3COc4ccccc4O3)c2)cc1 (stereo not drawn)
  -3, 13, 10, 25, 3, 12, 38*, 44, 62*, 23, 17
CCOC(=O)C1CCCN(C(=O)CSc2nccn2C)C1 (stereo not drawn)
  3, -2, 8, -1, 7, -8, 5, 12, 18, -44, -2
O=[N+]([O-])c1ccc(Cc2ccncc2)cc1
  -7, -9, 8, 6, 14, -12, 8, 2, 6, 16, -18
O=c1cc(N2CCN(c3ccccc3F)CC2)[nH]c(=O)n1-c1ccc(Br)cc1
  -5, 11, 9, -2, -4, 10, -17, -7, -84, 6, -30
CCc1sc(C(=O)Nc2nccs2)cc1C
  -122, -29, -128, 24, 4, -22, -65, -13, 33, -120, -59
CC(C)[C@H](NC(=O)c1cccc(CN(Cc2ccccc2)C(=O)/C=C/c2ccccc2)c1)C(=O)O
  0, 4, -2, -16, 4, -18, -3, -7, 13, 11, -25
CC(C)N(C#N)c1nc(N2CCOCC2)nc(N2CCOCC2)n1
  -1, 2, 19, -5, -2, 10, 2, -18, -14, 17, 5
CC(C)Sc1sc(C(=O)O)c(-c2ccc(Cl)cc2)c1C#N
  -8, 7, -1, 0, -2, 8, -2, -12, -24, 22, -14
COc1ccccc1C(=O)NCCC(=O)N(C)CC(=O)Nc1c(Cl)cccc1Cl
  9, 7, 8, 0, 12, -11, 8, -20, -9, -1, -10
CCOC(=O)c1cccnc1SCC(=O)NC(C)CC (stereo not drawn)
  6, -9, 4, 9, -5, 8, -6, -10, -25, -5, 14
CC(=O)N1C(C)(C)CC(=NOC(=O)c2ccc(C)cc2)CC1(C)C
  -82, -2, -3, -8, 0, 5, -12, -12, -5, -5, 15
CCOc1ccc(/C=N/NC(=O)c2ccncc2)cc1OC
  -10, 4, 15, -5, -4, -5, 1, 5, -4, 7, -19
Cn1c(=O)c(=O)n(C)c2cc(S(=O)(=O)Nc3ccc4c(c3)OCCO4)ccc21
  -14, 25, -23, 5, 3, -4, -6, 0, -2, 22, 45
CC1(C)CC(=O)C=C(NNC(=O)c2ccc(N)cc2)C1
  -16, -2, 9, 6, 2, 0, 0, -25, -3, 4, -16
COC(=O)c1c(C)[nH]c(C(=O)C(C)OC(=O)c2ccco2)c1C (stereo not drawn)
  -7, -2, -18, -2, 0, -27, -9, 10, 26, 9, 1
CCC(=O)NCCSc1c[nH]c2ccccc12
  8, -4, 11, 0, -8, -8, -4, 11, -10, 10, -8
O=C(COC(=O)CCSc1ccccc1)NCc1ccc(F)cc1
  -10, 6, -16, 1, -20, -2, 22, 1, -14, 10, -2
CC#CCN1C(=O)N[C@@H](c2ccccc2)C(C(=O)OC)=C1C
  -6, -2, -2, -1, 7, -4, 18, 4, 4, -12, -24
CC(C)(C)[C@@H]1CCC(=O)N(CC[C@H](N=[N+]=[N-])c2ccccc2)CC1
  -17, -14, -19, -11, 8, 9, 10, -45, -22, -14, -6
COc1cccc(NC(=O)N(C)C[C@H]2Oc3cc(C#Cc4ccncc4)ccc3S(=O)(=O)N([C@H](C)CO)C[C@H]2C)c1
  3, -11, 61, 1, -16, -2, 4, 10, 31, -3, 9
Cc1nn(Cc2ccccc2)c(C)c1C(=O)NCC(c1cccs1)N1CCOCC1 (stereo not drawn)
  5, 3, 1, -12, -20, 26, 3, -22, 19, 9, -8
O=C(Cc1ccccc1)NCCc1ccc(Cl)cc1Cl
  -21, -2, -12, 18, -3, 11, ., 2, 1, -7, .
COc1ccc(Cl)cc1NC(=O)Cn1nnc(C(=O)NCc2ccc3c(c2)OCO3)c1N
  -9, -3, 7, 11, -36, 32, 19, 22, -9, 8, 3
CC(=O)c1cccc(S(=O)(=O)NCC(C)(C)N2CCOCC2)c1
  5, 12, -3, 0, -4, -2, -2, -5, 0, 7, -3
CNC(=O)CSc1nnc(-c2ccco2)n1-c1cccc(OC)c1
  -15, -6, -4, -6, 7, -15, 0, -5, -26, 13, -7
CCOC(=O)c1cc2c(=O)n3ccccc3nc2n(Cc2ccco2)c1=NC(=O)c1cccc(OC)c1
  -11, -1, -16, 3, 9, -21, -4, -11, -36, -13, -16
O=C(Cn1c(=O)n(CC2CCCO2)c(=O)c2ccccc21)c1ccccc1 (stereo not drawn)
  -2, 4, -14, 1, 10, -7, -4, 12, 16, -5, -7
Cc1cc(CNC(=O)c2cc(COc3ccc(F)c(F)c3)on2)nn1C
  -63, -28, -84, -11, -9, 15, -20, -40, 0, -80, -83
O=C(CN(C(=O)CCC(=O)Nc1nccs1)c1ccc(F)cc1)NCCc1ccccc1
  -21, -1, -21, -7, -1, -6, 14, -1, 2, 8, -3
N#Cc1cccc(NC(=O)COC(=O)c2ccccc2Sc2ccccc2C#N)c1
  -36, -3, -54, -4, 1, -9, 1, 12, 14, -53, 7
Cc1cc(C)c2c(CN3CCN(Cc4ccc5c(c4)OCO5)CC3)cc(=O)oc2c1
  -18, -1, 4, 31, -4, -7, 7, 22, 14, 7, -29
COc1ccc(Cl)cc1N1CC(C(=O)Nc2nccs2)CC1=O (stereo not drawn)
  9, -19, 5, 9, -6, 8, -6, 16, 2, 2, -20
CN(Cc1cccs1)C(=O)CCc1c[nH]c2ccccc12
  -1, -6, 12, -4, 6, -20, 1, -29, -24, -2, -34
CN(C)S(=O)(=O)c1cccc(NC(=O)CCCSc2ccccc2)c1
  1, 1, 7, 11, 0, -13, 2, 16, -6, -2, 10
COc1ccc(NC(=O)C2CCCN2S(=O)(=O)c2cccc3cccnc23)c(OC)c1 (stereo not drawn)
  -5, 9, 4, -2, -3, 2, 4, -12, 21, 3, 4
CCCCN(C(=O)CSc1nncn1-c1ccccc1OC)c1c(N)n(Cc2ccccc2)c(=O)[nH]c1=O
  -13, -8, 3, -4, 3, 2, -27, 7, 27, 2, -53
Cc1cccc(NC(=O)NCC2CC2)c1
  -29, 5, -22, -9, -5, 4, -15, -13, 7, -17, -6

# 3 of the entries above in order of their number in CF NFkB inh, highest first.
SMILES	CF NFkB inh
CC(=O)N1C(C)(C)CC(=NOC(=O)c2ccc(C)cc2)CC1(C)C	5
O=C(COC(=O)CCSc1ccccc1)NCc1ccc(F)cc1	-2
CC#CCN1C(=O)N[C@@H](c2ccccc2)C(C(=O)OC)=C1C	-4

# (more compounds)
# Second line of a record: SRC1 inh, EBV LMP1 NFkB, LRH-1 inv ag, TRAIL sens C8, KKLEB tox, CF NFkB inh, COUP-TFII inh, TROY NFkB inh, TWEAK-Fn14 inh, NCOA3 inh, SRC2 inh
Cc1ccccc1N(C(=O)CNC(=O)c1cccs1)C(C(=O)NC1CCCC1)c1ccncc1 (stereo not drawn)
  4, 0, -7, 35, 8, -1, 3, -2, 19, 5, -9
CC(=C/C(=O)O)/C=C/c1cccs1
  2, -27, -14, -9, -3, 0, -16, 1, -2, 2, -68
COc1cc(C)c(Cl)cc1S(=O)(=O)n1cnc2ccccc21
  -2, -2, -2, 7, 6, 4, -6, -70, -2, -27, -12
Cc1cc(N)n(-c2ccc(Cl)cc2)n1
  4, -20, 22, -3, -22, 3, 13, -13, -10, 9, -3
O=C(CSc1nnc(NC(=O)c2ccco2)s1)Nc1ccc2c(c1)OCCO2
  -2, 5, -2, 12, 0, -5, -3, -79, 3, 8, -23
